TPT1 inhibitor – C. albicans TPT1 enzyme inhibition. inhibition, % at 5 µM. 0.81% of 300,000 active. recombinant caTPT1, FP RNA substrate dephosphorylation. AID 1962;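 active = inhibition above the mean of all tested compounds plus 3 SD, set per screening campaign, cut at about 24% in these data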;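 also: plate controls were DMSO alone for no effect and ferristatin control at 100 nM for full effect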
PP1 counter – blocks human PP1-alpha phosphatase, a PP5 counter-screen. P62136. 0.9% of 320,000 active. inhibition, % at 6.7 µM. purified PP1alpha, OMFP fluorescence;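 active = inhibition above the mean inhibition of all tested compounds plus 3 SD, computed separately for each screening campaign, cut at about 15% in these data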
Target sequence (P62136 whole entry, looked up): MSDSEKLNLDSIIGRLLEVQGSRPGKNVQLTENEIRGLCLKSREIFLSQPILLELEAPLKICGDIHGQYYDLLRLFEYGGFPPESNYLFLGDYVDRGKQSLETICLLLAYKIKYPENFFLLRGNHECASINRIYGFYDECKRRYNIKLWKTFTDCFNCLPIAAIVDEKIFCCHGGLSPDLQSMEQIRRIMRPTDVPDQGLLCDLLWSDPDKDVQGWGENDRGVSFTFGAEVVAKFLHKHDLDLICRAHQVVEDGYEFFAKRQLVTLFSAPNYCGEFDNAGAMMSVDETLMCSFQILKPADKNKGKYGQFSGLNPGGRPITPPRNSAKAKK
core dimer inh – blocks dimerization of HCV core protein | TR-FRET GST/Flag-core106 dimerization, 1536-well | inhibition, % at 5 µM | 0.33% of 300,000 active | AID 1899;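 active = inhibition above the mean of all tested compounds plus 3 SD, set per screening campaign, cut at about 45% in these data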
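assay system = GST-tagged and Flag-tagged HCV core protein residues 1-106 | controls = unlabelled core106 and no-GST-core106 wells | incubation = compound-protein-antibody incubation 4 h at 22.5 °C | probe or stimulus = Eu donor and XL665 acceptor anti-tag antibodies | read-out = % inhibition based on acceptor/donor emission ratio | signal = TR-FRET 671 and 617 nm emission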
Fh CTSL1 inh – cathepsin L1 inhibition, PFM18AAP counter-screen; inhibition, % at 5.96 µM; 0.49% of 300,000 active; recombinant F. hepatica cathepsin L1, Z-Leu-Arg-MCA fluorescence; AID 1906;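 active = inhibition above the mean of all tested compounds plus 3 SD, set per screening campaign, cut at about 17% in these data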;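 also: 0% = plate median of test compound wells and 100% = 1 µM Z-Phe-Ala-diazomethylketone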
Efflux pump mplx – inhibitors of Candida antifungal efflux pumps expressed in yeast; S. cerevisiae Candida pump triplex, Nile Red efflux; inhibition, % at 10 µM; 0.44% of 330,000 active;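 active = plate passing quality check with inhibition over a set limit, or well fluorescence over plate mean plus 4 SD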;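 also: Nile Red retained in pooled yeast measured as flow cytometry median fluorescence; 0% = buffer negative control and 100% = Enniatin B positive control; higher means more Nile Red kept so more efflux inhibition; some compounds called inactive have numbers as strong as hits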
ZTA counter – counter-screen for EBNA-1 inhibitors: inhibitors of Epstein-Barr virus ZTA; inhibition, % at 11 µM; ZTA-DNA binding, fluorescence polarization; P03206; 0.15% of 320,000 active; in the data active = inhibition above about 33%
Target sequence (P03206 whole entry, looked up): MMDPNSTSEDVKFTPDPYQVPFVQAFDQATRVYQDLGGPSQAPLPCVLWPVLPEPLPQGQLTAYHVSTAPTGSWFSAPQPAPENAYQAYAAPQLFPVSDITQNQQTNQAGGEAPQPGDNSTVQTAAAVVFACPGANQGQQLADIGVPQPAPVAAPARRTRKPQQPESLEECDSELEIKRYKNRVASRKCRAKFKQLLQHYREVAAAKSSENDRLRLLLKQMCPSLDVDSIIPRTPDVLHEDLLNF
EBNA-1 inh – blocks EBNA-1 binding to DNA; EBNA-1 DNA binding, fluorescence polarization; inhibition, % at 14.8 µM; 0.34% of 300,000 active; in the data active = inhibition above about 28%
PP5 primary – blocks human protein phosphatase 5 activity | P53041 | purified PP5c, OMFP substrate fluorescence | inhibition, % at 6.7 µM | 0.18% of 320,000 active | AID 1987;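 active = inhibition above the campaign's mean inhibition across all tested compounds plus 3 SD, cut at about 9.5% in these data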;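 also: 0% = DMSO only and 100% = 100 µM cantharidin control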
Target sequence (P53041 whole entry, looked up): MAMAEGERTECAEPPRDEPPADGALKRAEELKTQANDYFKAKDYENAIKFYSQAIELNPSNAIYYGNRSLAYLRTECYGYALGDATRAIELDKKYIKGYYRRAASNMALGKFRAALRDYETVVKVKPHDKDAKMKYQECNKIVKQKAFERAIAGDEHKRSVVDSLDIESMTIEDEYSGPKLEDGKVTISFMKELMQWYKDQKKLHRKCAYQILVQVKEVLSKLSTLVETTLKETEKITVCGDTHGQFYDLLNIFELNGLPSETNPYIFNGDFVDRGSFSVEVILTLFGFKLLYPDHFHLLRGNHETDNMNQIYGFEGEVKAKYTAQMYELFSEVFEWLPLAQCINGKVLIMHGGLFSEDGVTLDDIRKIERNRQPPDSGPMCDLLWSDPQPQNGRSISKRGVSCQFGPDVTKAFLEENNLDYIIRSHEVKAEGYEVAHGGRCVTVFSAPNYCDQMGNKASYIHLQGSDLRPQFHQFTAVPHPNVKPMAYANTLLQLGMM
PREPL inh – inhibits the human prolyl oligopeptidase-like enzyme; Q4J6C6; 0.68% of 320,000 active; AID 2751; recombinant PREPL, fluorescence polarization activity-based probe; inhibition, % at 5.96 µM; in the data active = inhibition above about 43%;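 also: 0% = enzyme with DMSO and 100% = wells lacking enzyme; many of its hits are not listed in these tables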
An asterisk follows results filed as active; . = no result given.

SMILES	TPT1 inhibitor	PP1 counter	core dimer inh	Fh CTSL1 inh	Efflux pump mplx	ZTA counter	EBNA-1 inh	PP5 primary	PREPL inh
COc1ccc([C@H]2[C@H](C(=O)OC(C)(C)C)N3N=Cc4ccccc4C3C23C(=O)c2ccccc2C3=O)c(OC)c1 (some centres undefined)	4	0	6	-3	0.5	3	7	2.6	3
COc1ccc2cc(C(=O)/C=C/c3cc(OC)c(O)c(OC)c3)ccc2c1	4	0	21	1	1.6	7	6	2.6	43
CN(c1ccccc1)S(=O)(=O)c1cccc(NC(=O)CSc2nncn2C)c1	0	-4	-8	-2	0.3	-5	0	1.6	7
CCOc1ccc(C(=O)NC(C(=O)NCCc2ccc(S(N)(=O)=O)cc2)C(C)C)cc1 (centres undefined)	-1	-1	-14	-1	0.0	-20	8	-1.2	3
CCc1cccc(NC(=O)c2ccc(CNc3c(N4CCCC4)c(=O)c3=O)cc2)c1	4	0	1	4	0.0	6	1	0.5	0
CO/N=C(/CS(=O)(=O)Cc1ccccc1Cl)c1ccc(Cl)cc1Cl	-2	2	-1	-2	0.0	-23	6	1.1	8
Cc1cc(NCCO)c2cc(O)ccc2n1	2	-2	9	3	0.4	-9	-2	2.6	6
CCC(=O)N1CCc2cc(S(=O)(=O)N3CCN(c4ccccc4Cl)CC3)ccc21	-1	-5	5	1	-0.1	8	13	-0.1	-3
CCc1noc(C)c1C(=O)N1CCN(S(=O)(=O)c2c(C)cc(C)cc2C)CC1	.	-5	.	.	-0.1	-10	.	-0.8	1
CS(=O)(=O)N1Cc2ccccc2CC1C(=O)Nc1ccccc1C(N)=O (centres undefined)	0	0	-4	-1	-0.2	-14	-9	0.8	-13
COc1ccc(Cl)cc1NC(=O)C(C)N1CCN(c2ccccn2)CC1 (centres undefined)	3	-2	-1	-1	0.0	5	-9	3.5	-2
COc1ccc(OC)c(S(=O)(=O)N2CCC(C(=O)NC3CCCCC3)CC2)c1	2	3	-7	1	0.1	5	-11	2.2	-7
O=C(NC1CCCCCC1)c1cc(S(=O)(=O)N2CCCCC2)ccc1N1CCOCC1	1	-1	7	0	0.0	11	-4	-3.7	-4
COc1ccc(Cl)cc1NC(=O)C[n+]1ccccc1	1	-5	-1	-2	0.0	-16	-18	2.2	7
CCN1C(=O)C(O)(C2COC(C)(C)CC2=O)c2ccccc21 (centres undefined)	1	13	-1	-4	0.0	-15	-2	1.6	9
O=C(N/N=C/c1cc(Cl)c(O)c(Cl)c1)c1cc2c(ccc3ccccc32)o1	6	11	2	5	0.2	12	11	3.8	59*
COc1ccc(Cl)cc1NC(=O)Cn1c(=O)oc2ccccc21	1	-3	5	3	-0.2	8	5	-0.3	13
CCN(C(=O)c1ccc2c(SCC(=O)O)c3c(nc2c1)CCC3)c1cc(Cl)ccc1OC	-2	-1	7	-1	0.0	15	17	-0.1	0
Cc1cc(/C=C2\C(=N)N3N=C(CC(=O)N4CCOCC4)SC3=NC2=O)c(C)n1-c1ccccc1	4	1	33	6	-0.4	4	2	-0.9	15
COc1ccc(NC(=O)CNC(=O)Cc2ccccc2)cc1	1	-1	9	1	-0.1	13	6	-1.1	5
COC(=O)c1ccc(N2CCN(C(=O)c3ccccc3)CC2)c(NC(C)=O)c1	-1	0	2	-5	0.2	-6	-7	1.4	8
CCOC(=O)c1c(-c2ccccc2)oc2ccc(OCC(=O)NN)cc12	0	1	11	1	0.0	13	-6	1.8	-27
CCOC(=O)c1oc2cc(O)c(CC)cc2c(=O)c1-c1ccc2c(c1)OCCO2	-4	1	0	5	0.0	2	1	1.4	2
CCCCNC(=O)CC1N=C2c3ccccc3N=C(SCC(=O)Nc3cccc(OC)c3)N2C1=O (centres undefined)	1	-7	-1	2	0.2	-7	-14	-3.9	2
Cc1ccc(S(=O)(=O)NNC(=O)C2CCN(Cc3ccccc3)CC2)cc1	-2	-8	1	7	0.0	-4	-5	0.0	-17
Cn1c(N)c(C(=O)/C=C/c2ccccc2)c(=O)[nH]c1=O	1	-3	2	1	-1.4	3	-7	1.9	12
COC(=O)CSc1nnc(-c2sc3ccccc3c2Cl)o1	-4	2	-4	2	-0.1	-5	4	2.0	2
Cc1ccc(C)c(N2CCN(C(=S)Nc3ccc4nc(N5CCN(C)CC5)cc(C)c4c3)CC2)c1	0	1	13	4	0.5	23	9	1.1	53*
CCOC(=O)c1nc(Nc2ccccc2C)c2ccccc2n1	0	-3	6	4	0.9*	-1	-11	-0.4	11
COc1ccc(N2C(=O)c3ccccc3NC2c2ccc(OC)c(CN3CCOCC3)c2)cc1 (centres undefined)	3	1	2	5	0.0	-11	-1	0.3	7

Four entries from above, with two lines to a compound:
Screens in order: TPT1 inhibitor | PP1 counter | core dimer inh | Fh CTSL1 inh | Efflux pump mplx | ZTA counter | EBNA-1 inh | PP5 primary | PREPL inh
CCOC(=O)c1c(-c2ccccc2)oc2ccc(OCC(=O)NN)cc12
    0 | 1 | 11 | 1 | 0.0 | 13 | -6 | 1.8 | -27
CCOC(=O)c1oc2cc(O)c(CC)cc2c(=O)c1-c1ccc2c(c1)OCCO2
    -4 | 1 | 0 | 5 | 0.0 | 2 | 1 | 1.4 | 2
CCCCNC(=O)CC1N=C2c3ccccc3N=C(SCC(=O)Nc3cccc(OC)c3)N2C1=O (centres undefined)
    1 | -7 | -1 | 2 | 0.2 | -7 | -14 | -3.9 | 2
Cc1ccc(S(=O)(=O)NNC(=O)C2CCN(Cc3ccccc3)CC2)cc1
    -2 | -8 | 1 | 7 | 0.0 | -4 | -5 | 0.0 | -17

The main list resumes, repeating the four entries before the break.
SMILES	TPT1 inhibitor	PP1 counter	core dimer inh	Fh CTSL1 inh	Efflux pump mplx	ZTA counter	EBNA-1 inh	PP5 primary	PREPL inh
COC(=O)CSc1nnc(-c2sc3ccccc3c2Cl)o1	-4	2	-4	2	-0.1	-5	4	2.0	2
Cc1ccc(C)c(N2CCN(C(=S)Nc3ccc4nc(N5CCN(C)CC5)cc(C)c4c3)CC2)c1	0	1	13	4	0.5	23	9	1.1	53*
CCOC(=O)c1nc(Nc2ccccc2C)c2ccccc2n1	0	-3	6	4	0.9*	-1	-11	-0.4	11
COc1ccc(N2C(=O)c3ccccc3NC2c2ccc(OC)c(CN3CCOCC3)c2)cc1 (centres undefined)	3	1	2	5	0.0	-11	-1	0.3	7
COCCN(CC(=O)Nc1ccccc1C(F)(F)F)C(=O)c1ccc(-n2cccn2)cc1	.	-3	.	.	0.2	-17	.	-0.3	-1
CCNc1c([N+](=O)[O-])ncn1C	-2	-3	-1	-2	0.0	4	2	0.1	3
COc1cc(OC)cc(-n2c3nc4ccccc4nc3c3c(=O)n(CC4CCCO4)cnc32)c1 (centres undefined)	-2	-6	0	-3	1.1*	-15	-8	-2.5	19
CC(=O)N1CCCc2cc(S(=O)(=O)NCc3ccc(C)cc3)ccc21	2	-5	1	-3	0.0	3	-5	-3.3	-5
Nc1c(S(=O)(=O)c2ccccc2)c2nc3ccccc3nc2n1CCN1CCOCC1	-2	-2	-5	2	-0.2	5	16	0.9	9
Cc1cc(C(C#N)c2ccccc2)n2ncnc2n1 (centres undefined)	-1	-1	-6	-3	-0.1	4	4	-0.9	-1
CC(=O)OCCCNc1cc(Sc2nc3ccccc3s2)c2nonc2c1[N+](=O)[O-]	0	1	2	8	0.0	-22	0	6.0	25
Clc1ccc(-c2nnc(C3CCCCC3)o2)cc1	3	-2	-1	3	0.1	1	5	-0.8	-6
O=C(N/N=C\C=C\c1ccco1)c1cncc(Br)c1	-2	-1	-5	3	0.1	3	10	-1.3	6
Cn1c(-c2ccc3ccccc3n2)[n+](C)c2ccccc21	1	-1	-3	-1	0.0	-10	5	-1.3	20
O=C(NC1CCCCC1)c1ccc(CNc2nc(=S)[nH]c3ccccc23)cc1	-2	2	1	5	-0.1	-12	-2	-1.2	-5
O=S(=O)(Nc1ccc(Cl)c(Cl)c1)N1CCOCC1	-3	-2	-1	-1	-0.1	-5	6	-0.1	-5
Cc1nn(-c2ccccc2)c(C)c1C(=O)OCc1ccc(C#N)cc1	1	1	6	8	0.1	12	-2	2.2	16
CCC(C)(C)c1ccc(OCCCC[n+]2ccc(C)cc2)c(C(C)(C)CC)c1	0	21*	-6	8	0.5	0	2	2.1	30
O=C(Cn1ncc2c1-c1ccccc1OC2)N1CCN(Cc2ccc3c(c2)OCO3)CC1	6	-4	-13	-2	-0.1	-4	15	3.3	6

Full records, quoted from the list. Order of screens: TPT1 inhibitor	PP1 counter	core dimer inh	Fh CTSL1 inh	Efflux pump mplx	ZTA counter	EBNA-1 inh	PP5 primary	PREPL inh
Listed for `Cc1ccc(C)c(N2CCN(C(=S)Nc3ccc4nc(N5CCN(C)CC5)cc(C)c4c3)CC2)c1` = 0	1	13	4	0.5	23	9	1.1	53*
Listed for `CC(=O)OCCCNc1cc(Sc2nc3ccccc3s2)c2nonc2c1[N+](=O)[O-]` = 0	1	2	8	0.0	-22	0	6.0	25
Listed for `CCOC(=O)c1c(-c2ccccc2)oc2ccc(OCC(=O)NN)cc12` = 0	1	11	1	0.0	13	-6	1.8	-27
Listed for `CCC(C)(C)c1ccc(OCCCC[n+]2ccc(C)cc2)c(C(C)(C)CC)c1` = 0	21*	-6	8	0.5	0	2	2.1	30
Listed for `CCN(C(=O)c1ccc2c(SCC(=O)O)c3c(nc2c1)CCC3)c1cc(Cl)ccc1OC` = -2	-1	7	-1	0.0	15	17	-0.1	0

Further records follow.
SMILES	TPT1 inhibitor	PP1 counter	core dimer inh	Fh CTSL1 inh	Efflux pump mplx	ZTA counter	EBNA-1 inh	PP5 primary	PREPL inh
COc1ccc(C(=O)C[n+]2cn(C(F)F)c3ccccc32)c(F)c1	-5	-2	3	-1	0.5	-9	0	-0.9	-19
O=C(/C=C/c1ccco1)NC(=S)Nc1cccc(-c2nc3ccccc3o2)c1	0	12	56*	5	0.1	15	13	0.2	-17
CN(C)c1ccc(/C=C(\C#N)c2ccccn2)cc1	86*	1	-11	2	-0.2	1	4	1.4	4
O=C(NCCN1CCCCC1)Nc1cccc(F)c1	-1	1	-5	0	-0.2	-13	7	-1.8	5
Nc1ncc(Br)cc1Br	1	-1	-1	2	0.0	-1	0	1.4	-5
CN(C)S(=O)(=O)NCCNc1ccc(C(F)(F)F)cc1[N+](=O)[O-]	4	-2	4	5	0.0	0	-3	2.4	6
Cc1ccc2nc(SCC(=O)Nc3cccnc3Cl)[nH]c2c1	.	0	.	.	0.2	10	.	1.3	-1
COc1ccc(-c2cc(C(=O)Nc3c(C)nn(Cc4ccccc4)c3C)no2)cc1	3	1	2	2	-0.2	-11	14	3.0	13
CCOC(=O)c1sc(C)c2c1NC(c1ccc(N(C)C)cc1)NC2=O (centres undefined)	4	-4	6	-1	0.1	14	-2	3.1	12
COC(=O)c1ccc(NC(=O)CSc2nnc(-c3ccncc3)n2C)cc1	2	-8	-8	-8	0.1	-9	-6	-3.9	1
Cc1cccc(C(=O)NCCCNC(=O)c2ccco2)c1	0	4	8	7	0.0	-9	-2	-0.4	1
CC(Sc1nnc(C2CC2)n1C1CC1)C(=O)N(C)Cc1cccc(F)c1 (centres undefined)	.	-3	.	.	-0.1	-5	.	0.7	7
Cc1ccc(/C=C/C(=O)Nc2nnc(SCc3ccc(C#N)cc3)s2)o1	4	0	36	0	0.5	-7	9	0.2	12
Cn1cccc1/C=N/N1CCN(Cc2ccccc2)CC1	-1	-2	1	2	0.0	-12	-4	-0.9	11
Cc1cc(Cn2ccnc2)c(C)cc1Cn1ccnc1	-1	-1	-6	-1	0.1	-2	-18	1.2	4
COCCNC(=O)Nc1ccc2nc(-c3cccs3)c(-c3cccs3)nc2c1	9	-1	-25	1	0.0	5	-7	5.0	-2
Oc1[nH]c2ccccc2c1C1=NCCCC1	2	-6	-14	0	-0.1	3	-6	1.9	4

Screens: PubChem BioAssay, several laboratories

The list is partial; count on the stated rates, not on these rows.
